High-throughput results (PubChem)
H9c2 TAG inh = inhibitors of triacylglycerol accumulation, primary screen, cell-based, uHTS, fluorescence, H9c2; H9c2 cells, Nile Red lipid (TAG) fluorescence; cells loaded with 200 µM oleic acid; actives 0.66% (n = 230,000); AID 651582, 2012; inhibition, % at 12.5 µM;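 active = pattern-corrected inhibition of lipid staining of at least 50% with the nuclear-stain viability signal not falling by more than 50%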;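 also: 0% = DMSO wells and 100% = triacsin C control wells; some results filed as inactive read as strong as hits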
H9c2 TAG inh DAPI viability = second read-out of H9c2 TAG inh, no call of its own (marks repeat the call); DAPI nuclei signal change (viability), lower = more cytotoxic, %;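 whole-well DAPI fluorescence read on a plate reader as a viability signal; minus 50 percent equals half of cells still viable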
Active calls of the source: *. Not all compounds are listed; rates above refer to the full screens.

SMILES | H9c2 TAG inh | H9c2 TAG inh DAPI viability
Cc1ccccc1C(=O)N1CCN(c2ccc(NC(=O)Cc3ccccc3)cc2)CC1 | 5 | 3
C=CC[C@@H](CC(=O)N[C@H](CO)Cc1ccccc1)C(=O)N[C@@H](C)COC(=O)[C@@H](CC=C)CC(=O)OC(C)(C)C | -6 | -10
COc1ccc(OC)c(CN2C(=O)c3ccccc3C2C(=O)NCC2CCCO2)c1 (configuration not stated) | 0 | -6
CCC(C)c1ccccc1N1CC(C(=O)N2CCN(C(=O)c3ccco3)CC2)CC1=O (configuration not stated) | -12 | 1
CCc1nnc(NC(=O)CSc2nnc(C3CC3)n2C)s1 | 15 | -1
CCOC(=O)COn1c(=O)c[n+]([O-])c2ccccc21 | 16 | -13
NS(=O)(=O)c1ccc(O)c(NC(=O)c2ccc([N+](=O)[O-])o2)c1 | 46 | -34
COc1c(Cl)cnn(-c2cccc(C)c2)c1=O | 10 | -5
CC(C)CCN1CCN(Cc2ccc(Sc3nncn3C)o2)CC1CCO (configuration not stated) | -7 | 0
CCOC(=O)C1CCCN(C(=O)CCNS(=O)(=O)c2ccc3c(c2)CCC(=O)N3)C1 (configuration not stated) | 2 | 9
CN(c1ccccc1)S(=O)(=O)c1cccc(NC(=O)c2ccncc2)c1 | 2 | -18
CCOC(=O)[C@@H]1[C@H]2COc3ccc(Br)cc3[C@@H]2N2C(=O)N(c3ccc(Cl)cc3)C(=O)[C@]12C | 11 | -7
NC(=O)CSc1nc(N)c2c3c(sc2n1)CCCCC3 | -10 | -4
C[C@H](CO)N1C[C@H](C)[C@@H](CN(C)S(=O)(=O)c2ccccc2)Oc2ccc(NC(=O)c3ccncc3)cc2C1=O | -3 | -4
COc1cccc(OC)c1CNC(=O)CCSCc1ccccc1F | 0 | 8
O=S(=O)(Cc1ccccc1)N1CCN(Cc2ccc3c(c2)OCO3)CC1 | -5 | -4
COC(=O)c1nc(NC(=O)c2ccccc2Br)n[nH]1 | -3 | 2
CN(c1ccccc1)S(=O)(=O)c1cccc(NC(=O)Cc2ccc(Cl)cc2)c1 | -62 | -9
Cc1cc(O)c(C(C)C)cc1N=Nc1ccccc1C(=O)O | 7 | 5
CC(=O)N1CCC(N(CCN2CCOCC2)C(=S)Nc2cc(C)cc(C)c2)CC1 | 4 | 0
CC1(C)C2CCC1(C)C(OCCNCCOC(=O)Nc1ccccc1)C2 (configuration not stated) | 10 | 5
CC(C)(C)NCC(=O)c1c[nH]c2ccccc12 | 1 | 5
COc1ccc(OC)c(C(=O)COC(=O)c2cc(C)oc2C)c1 | -58 | -6
CN(C)c1ccc(C=Cc2cnccn2)cc1 | 2 | 16

Profiles, looked up by structure. Order of values: H9c2 TAG inh | H9c2 TAG inh DAPI viability
Listed for O=S(=O)(Cc1ccccc1)N1CCN(Cc2ccc3c(c2)OCO3)CC1 = -5 | -4
Listed for CCC(C)c1ccccc1N1CC(C(=O)N2CCN(C(=O)c3ccco3)CC2)CC1=O (configuration not stated) = -12 | 1
Listed for CN(c1ccccc1)S(=O)(=O)c1cccc(NC(=O)c2ccncc2)c1 = 2 | -18
Listed for CC(C)CCN1CCN(Cc2ccc(Sc3nncn3C)o2)CC1CCO (configuration not stated) = -7 | 0
Listed for Cc1cc(O)c(C(C)C)cc1N=Nc1ccccc1C(=O)O = 7 | 5

Following part.
SMILES | H9c2 TAG inh | H9c2 TAG inh DAPI viability
COc1cc(C(C)=O)ccc1OCC(=O)NC(=O)Nc1ccc(C)cc1C | -10 | 6
Cc1cc(/C=N/NC(=O)c2cccnc2)c(C)n1CC(C)C | 9 | -4
Cc1nc(C(Cl)(Cl)Cl)nc2[nH]ccc(=O)c12 | 4 | -4
COc1ccc(NC(=O)C(CC(=O)O)Cc2ccc(C)cc2)cc1 (configuration not stated) | 12 | -8
CC(=O)c1cccc(-c2ccc3c(c2)C(C)(Cc2ccccc2F)C(=O)N3)c1 (configuration not stated) | -7 | -6
COc1ccc(CC(=O)NCCS(=O)(=O)N2CCN(c3ccccc3)CC2)cc1 | -9 | 3
Cc1ccc(CC(=O)Nc2ccc(S(=O)(=O)Nc3nccc(C)n3)cc2)cc1 | 6 | 0
O=C(Cc1ccc(F)cc1)NCc1cccnc1 | -18 | 13
CN(CCCNC(=O)C1CCCN(S(=O)(=O)c2cnc[nH]2)C1)c1ccccc1 (configuration not stated) | -17 | -11
CC(C)c1cccc(-c2csc(C(C)(O)c3cccc(F)c3)n2)c1 (configuration not stated) | -18 | 13
CC(=O)N(C)c1ccc(NC(=O)C(c2ccccc2)c2ccccc2)cc1 | 3 | 0
Cc1nc(CCNC(=O)Cc2ccc(F)cc2)cs1 | -5 | -5
CCOc1ccc(NCC(=O)N/N=C/C=C/c2ccccc2)cc1 | -21 | 7
COc1cccc(N2CCN(C(=O)c3ccc(Cl)c(S(=O)(=O)N4CCCCCC4)c3)CC2)c1 | -6 | 10
COC(=O)[C@@]1(Cc2ccc(OC)cc2)[C@H]2c3cc(C(=O)N(C)C)n(CCSCCO)c3C[C@H]2CN1C(=O)c1ccccc1 | 6 | 6
O=c1[nH]c(Nc2ccccc2)cc2cc(Br)ccc12 | -35 | 4
O=c1ccc(-c2nc3cc(Cl)ccc3n2Cc2ccccc2)c[nH]1 | 14 | -12
NS(=O)(=O)c1cccc(NC(=O)/C=C/c2cccs2)c1 | -10 | -2
COCCNc1ncnc2nc[nH]c12 | 1 | -4
C=CCSc1nsc(NC(=O)Nc2cccc(C(C)=O)c2)n1 | 6 | -5
CCC1(c2ccccc2)NC(=S)N(c2ccc(C)cc2)N1 (configuration not stated) | -1 | 1
Cc1nc(NCc2cccnc2)c2c3c(sc2n1)CC(C)CC3 (configuration not stated) | 4 | 20
Cc1ccc([C@H]2C(C(=O)O)=C[C@@H](C(C)(C)C)N2S(=O)(=O)c2ccc(C)cc2)cc1 | -1 | 6
CC(C(=O)N(C)CC(=O)Nc1ccccc1C(F)(F)F)N1C(=O)c2ccccc2C1=O (configuration not stated) | 17 | 0
Cc1cc(C)n2nc(C(=O)Nc3ccc4c(c3)CCC4)nc2n1 | 34 | -6
CCOC(=O)C1CCN(C(=O)COC(=O)CNC(=O)c2ccc(C(C)(C)C)cc2)CC1 | 19 | -2
CCCCCCSc1cccc(-c2nc3cc(C)ccn3c2NCc2ccccc2)c1 | -24 | 60
C=CS(=O)(=O)N(Cc1ccccc1)[C@H](CO)CC(C)C | -59 | 41
O=C(O)c1[nH]nc2c1COc1ccccc1-2 | -19 | 3
CCOc1ccc(NC(=O)N2CCN(Cc3ccc4c(c3)OCO4)CC2)cc1 | 2 | 1
COc1cc2cc(CCCOC(=O)c3ccc4c(c3)OCO4)oc(=O)c2cc1OC | -4 | -8
CC1CCC(NC(=O)c2cccc(S(=O)(=O)N3CCN(c4ccccc4)CC3)c2)CC1 (configuration not stated) | -9 | 0
O=C(NCCCn1ccnc1)c1ccncc1 | 6 | 5
CC(=O)Nc1ccc(NCc2cccs2)cc1 | 6 | 1
Cc1ccc(C)c(S(=O)(=O)Nc2ccc(C(=O)N3CCCCC3)cc2)c1 | 11 | -9
CCOC(=O)CC1C(=O)NCCN1S(=O)(=O)c1cccc(C(F)(F)F)c1 (configuration not stated) | -6 | 7
CC(=O)Nc1ccc(S(=O)(=O)c2c(N)n(CCN3CCOCC3)c3nc4ccccc4nc23)cc1 | -10 | 5
N#Cc1ccccc1OCC(=O)NNC(=O)CNC(=O)c1ccc(Br)o1 | 5 | 2
COC(=O)c1cc(C(C)=O)c(C)[nH]c1=O | -13 | -3
O=C(NN=C(Cc1ccccc1)Cc1ccccc1)c1ccncc1 | 3 | -4
CC(C)(C)C1CCC2(CC1)CC(=O)c1ccccc1O2 (configuration not stated) | -12 | 1
COc1ccc(CC(=O)O/N=C(\N)c2ccccn2)cc1 | 14 | -12
CCC1CCCCN1C(=O)CN1C(=O)c2ccccc2S1(=O)=O (configuration not stated) | 0 | -4
O=C(Nc1cccc(F)c1)c1cc(S(=O)(=O)N2CCOCC2)cs1 | -24 | 6
Cc1ccc(S(=O)(=O)N2CCC(=O)c3ccccc32)cc1 | 0 | 1
O=S(=O)(c1cccc(Br)c1)N1CCN(C(=S)NCC2CCCO2)CC1 (configuration not stated) | -11 | 7
O=C(Cn1ccnc1[N+](=O)[O-])N(CCO)CCO | 3 | 4
CCOC(=O)/C(C#N)=C/C1=C(N2CCCC2)CC(C)(C)OC1 | 7 | -1
CCN(c1ccccc1)S(=O)(=O)c1ccc(C(=O)Nc2nnc(COC)o2)cc1 | -10 | 0
CCN(CC(=O)NCc1cccs1)C(=O)CCOc1ccccc1 | -7 | 17
CC(OC(=O)c1cc(Br)ccc1O)C(=O)Nc1ccc(S(=O)(=O)N2CCCC2)cc1 (configuration not stated) | 5 | -5
CC(Oc1ccc(Br)cc1)C(=O)Nc1ccncc1 (configuration not stated) | -32 | 4
Clc1cccc(Cl)c1CNCCCSc1ncccn1 | 4 | -3
CC(C)Oc1ccccc1OCCCOc1cccc2cccnc12 | 4 | 3
O=C(COC(=O)c1ccc2ncsc2c1)NCc1ccc(F)cc1 | 16 | -11
C[C@H](CO)N1C[C@H](C)[C@@H](CN(C)Cc2ccncc2)Oc2c(NC(=O)Cc3ccccc3)cccc2C1=O | -3 | 3
O=C(COC(=O)c1ccccc1SCC(=O)N1CCCC1)Nc1ccccc1OC(F)F | 20 | -5
Cc1ccc(NC(=O)CSc2ncccn2)cc1S(=O)(=O)N1CCCCC1 | 11 | -1
COc1ccc([C@H]2CC(=O)C=C(c3cccc4c3Oc3ccccc3S4)C2)cc1OC | -56 | 11
O=C(NNS(=O)(=O)c1ccc(C(F)(F)F)cc1)c1cnn(-c2ccccc2)c1C(F)(F)F | -11 | 12

More compounds follow:
SMILES | H9c2 TAG inh | H9c2 TAG inh DAPI viability
CC(=O)N1CCN(c2ccc(S(=O)(=O)N3CCCCC3)cn2)CC1 | 2 | -8
O=[N+]([O-])c1ccc(Nc2nccc(Cl)n2)cc1 | -6 | 9
Nn1cnc2c([nH]c3ccccc32)c1=O | -1 | 2
CCOc1ccc(OC(=O)NC(c2ccccc2)C(Cl)(Cl)Cl)cc1 (configuration not stated) | 33 | -7
CCOC(=O)/C(=C\c1ccccc1)NC(=O)c1ccccc1 | -4 | -1
C=C(C)c1cccc(C(C)(C)NC(=O)N2CCN(C(=O)OCC)CC2)c1 | -9 | 3
Cc1ccc(CN2CCCC(CO)(Cc3ccccc3C)C2)s1 (configuration not stated) | -20 | 6
CCCN1C(=S)SC(C)(C)C1/[N+]([O-])=C/c1cccnc1 (configuration not stated) | 3 | -1
COc1cc(C2CC(C(F)(F)F)n3ncc(C(=O)O)c3N2)cc(OC)c1OC (configuration not stated) | -10 | 17
CCCc1cc(CN2CCOCC2)c(O)c(CN2CCOCC2)c1O | 2 | -1
C[C@H](CO)N1C[C@H](C)[C@@H](CN(C)S(=O)(=O)c2ccc(C#N)cc2)OCc2cnnn2CCCC1=O | 1 | 14
C/C(=N\OC(=O)Nc1ccccc1)c1ccc(C)cc1 | -30 | -3

Reprinted at random: 6 compounds from above
SMILES | H9c2 TAG inh | H9c2 TAG inh DAPI viability
O=[N+]([O-])c1ccc(Nc2nccc(Cl)n2)cc1 | -6 | 9
Nn1cnc2c([nH]c3ccccc32)c1=O | -1 | 2
C/C(=N\OC(=O)Nc1ccccc1)c1ccc(C)cc1 | -30 | -3
Cc1ccc(CN2CCCC(CO)(Cc3ccccc3C)C2)s1 (configuration not stated) | -20 | 6
CCOc1ccc(OC(=O)NC(c2ccccc2)C(Cl)(Cl)Cl)cc1 (configuration not stated) | 33 | -7
C=C(C)c1cccc(C(C)(C)NC(=O)N2CCN(C(=O)OCC)CC2)c1 | -9 | 3

Following part:
SMILES | H9c2 TAG inh | H9c2 TAG inh DAPI viability
O=C(CN1CCc2ccccc21)NCc1ccc2c(c1)OCO2 | -6 | -1
O=C(Nc1ccccc1)N1CCN(C2c3ccccc3-c3ccccc32)CC1 | 12 | 11
CCn1nc(C(=O)OCC(=O)N2CCc3ccccc32)c2ccccc2c1=O | 8 | 6
COc1ccc(Nc2c[nH]c(=O)[nH]c2=O)cc1 | 4 | 3
Cc1ccc(F)cc1NC(=O)CSCc1nc2sc(C)c(C)c2c(=O)[nH]1 | 1 | -7
COc1cc(/C=C/C(=O)O)cc(S(=O)(=O)Nc2ccc3nc(C)sc3c2)c1OC | -3 | 6
N#Cc1cc2cc3ccccc3nc2n2c(=O)c3ccccc3nc12 | 15 | 4
Cc1sc(NC(=O)C2CCCCC2C(=O)O)c(C(N)=O)c1-c1ccccc1 (configuration not stated) | -11 | 0
O=C(NC(=S)Nc1ccccc1CO)C1CCCCC1 | 3 | -1
CCOc1cc(CNCCN2CCOCC2)ccc1OCc1ccccc1Cl | 11 | 6
Cn1nnnc1NCc1ccc(Cl)c(Cl)c1 | 10 | -7
Cn1c(SCC(=O)c2ccc3c(c2)Cc2ccccc2-3)nnc1-c1ccccc1 | -1 | 3
CCOC(=O)C1CCN(S(=O)(=O)c2cn(C)c(C)n2)CC1 | 15 | -7
O=c1cc2c(nn1Cc1ccc(F)cc1)-c1ccccc1CC2 | -6 | 4
CN(C)S(=O)(=O)c1ccc(C(=O)N2CCC(c3nc4ccccc4o3)CC2)cc1 | 4 | 4
O=C(O)C1CCN(C(=O)Cc2ccccc2)CC1 | 0 | -4
O=C(Cc1ccccc1)N[C@@H]1c2ccccc2CC[C@@H]1OCc1ccccc1 | 6 | -8
Clc1ccc(C[n+]2cc(-c3ccc(Cl)cc3)n3c2CCC3)cc1 | 1 | -2
Cc1cccc(N2CCN(C(=O)C(Cc3ccccc3)n3cccc3)CC2)c1C (configuration not stated) | -7 | -1
COc1ccc(-c2cc(NC(C)=O)c3ncc(-c4ccc(F)cc4)n3c2)cc1OC | -28 | 11
COc1cc(N/N=C(\C)c2ccc(O)c(C)c2)nc(-c2ccccc2)n1 | 13 | 16
COc1cccc(OC)c1C(=O)Nc1ccc(C(=O)NCc2ccccc2)cc1 | -1 | -6
C(=C\c1cc(/C=C/c2ccccc2)ncn1)/c1ccccc1 | -10 | 2
